# Source: PubChem (Sanford-Burnham Center for Chemical Genomics)
# Apaf1 inhib – inhibitors of human Apaf-1 apoptosome, primary screen, biochemical, DEVD-Rh110 fluorescence, uHTS; Apoptotic protease-activating factor 1 (Homo sapiens), O14727; reconstituted apoptosome caspase-3 activity; inhibition, % at 20 µM; 330,000 compounds, 0.71% hits; AID 489030, 2010; active means inhibition of at least 40% at 20 µM;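 further: plate controls were DMSO wells for no effect and DEVD-CHO caspase inhibitor wells for full effect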
#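 detection = Rh110 fluorescence intensity | test system = biochemical Apaf-1 apoptosome reconstitution | also added = cytochrome c and DEVD-Rh110 substrate | schedule = 30 min plus 50 min, RT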
# UBC13 polyUb – UBC13 polyubiquitin chain formation inhibitors, primary screen, biochemical, TR-FRET, uHTS | inhibition, % at 20 µM | Ubiquitin-conjugating enzyme E2 N (Homo sapiens), P61088 | 330,000 compounds, 0.47% hits; in the data active means inhibition above about 45%, passing the limit was not always enough
# Target sequence (P61088 whole entry, looked up): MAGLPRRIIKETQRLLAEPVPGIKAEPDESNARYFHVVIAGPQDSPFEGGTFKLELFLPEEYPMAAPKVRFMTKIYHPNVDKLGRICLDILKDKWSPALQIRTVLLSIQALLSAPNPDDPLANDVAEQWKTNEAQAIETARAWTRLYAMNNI
# 697 NFkB inh – inhibitors of PMA/ionomycin-induced NF-kB reporter, 697 cells, primary screen, B-cell NF-kB inhibitor project, cell-based, luminescence, uHTS | 330,000 compounds, 0.33% hits | 697 B-cell NF-kB luciferase reporter, 16 h | inhibition, % at 4 µM | AID 435022, 2010; in the data active means inhibition above about 35%
# EBI2 antag – EBI2 receptor antagonists, beta-arrestin recruitment, primary screen, cell-based, luminescence, 7a,25-OHC stimulation, uHTS; G-protein coupled receptor 183 (Homo sapiens), P32249; 7a,25-OHC stimulated; inhibition, % at 5 µM; 360,000 compounds, 0.81% hits; AID 651636, 2012; in the data active means inhibition above about 38%;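 further: enzyme fragment complementation signal reports receptor beta-arrestin coupling in cells; 0% = agonist plus DMSO wells and 100% = wells without agonist; some results beyond the cut were filed as inactive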
# Target sequence (P32249 whole entry, looked up, the tested form may be a part): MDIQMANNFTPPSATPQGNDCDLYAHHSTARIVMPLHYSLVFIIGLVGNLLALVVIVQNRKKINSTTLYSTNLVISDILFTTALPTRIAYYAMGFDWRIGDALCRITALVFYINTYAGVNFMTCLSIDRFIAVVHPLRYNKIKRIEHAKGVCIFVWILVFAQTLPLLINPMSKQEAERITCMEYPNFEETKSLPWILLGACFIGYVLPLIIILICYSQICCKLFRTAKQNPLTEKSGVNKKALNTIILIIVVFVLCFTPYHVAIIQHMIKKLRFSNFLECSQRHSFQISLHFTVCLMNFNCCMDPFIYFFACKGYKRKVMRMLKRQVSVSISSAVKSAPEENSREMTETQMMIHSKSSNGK
# Gli-Sufu antag – Gli-Sufu pathway antagonists, primary screen, luciferase luminescence, Sufu-KO-LIGHT cells, uHTS; Sufu-KO-LIGHT fibroblasts, Gli luciferase reporter luminescence; inhibition, % at 5 µM; 340,000 compounds, 0.74% hits;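 active means inhibition above about 55%, limit read from the data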;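 further: 0% = DMSO-treated cells and 100% = wells with medium but no cells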
# Jurkat NFkB inh – inhibitors of induced NF-kB luciferase reporter, primary screen, TCR NF-kB activation inhibitor project, cell-based, luminescence, uHTS. inhibition, % at 4 µM. Jurkat, PMA/ionomycin-induced NF-kB luciferase reporter. AID 435003, 2010. 330,000 compounds, 0.53% hits
# SENP8 block – SENP8 protease inhibitors, primary screen, biochemical, luminescence | Sentrin-specific protease 8 (Homo sapiens), Q96LD8 | purified SENP8, Z-RLRGG-aminoluciferin cleavage | inhibition, % at 10 µM | 330,000 compounds, 1.2% hits | AID 2540, 2010
# Target sequence (Q96LD8 whole entry, looked up): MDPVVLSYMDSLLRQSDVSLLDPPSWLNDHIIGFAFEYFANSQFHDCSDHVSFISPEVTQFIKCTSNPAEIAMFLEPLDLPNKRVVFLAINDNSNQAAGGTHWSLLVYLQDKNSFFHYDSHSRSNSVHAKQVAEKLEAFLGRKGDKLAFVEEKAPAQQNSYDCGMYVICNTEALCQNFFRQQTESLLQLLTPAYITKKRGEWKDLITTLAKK
# CCR6 antag – CCR6 receptor antagonists, primary screen, cell-based, CHO-K1, luminescence, beta-arrestin, uHTS; inhibition, % at 20 µM; CHO-K1 CCR6 PathHunter beta-arrestin, CCL20-stimulated; 340,000 compounds, 0.49% hits; C-C chemokine receptor type 6 (Homo sapiens), P51684;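 active means compounds whose inhibition of the agonist-driven luminescence signal at 20 µM reaches about 50%, limit read from the data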;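 further: cells stimulated with CCL20 at 14 nM final; plate controls were DMSO with CCL20 for no effect and DMSO without agonist for full effect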
# The depositor's hits bear a star; . = no result given. Unless noted, no stated cut-off is given here; in the data, active means inhibition above about 50%; inactive means the rest.
SMILES	EBI2 antag	SENP8 block	Apaf1 inhib	Jurkat NFkB inh	697 NFkB inh	Gli-Sufu antag	UBC13 polyUb	CCR6 antag
CCOc1ccc(/C=N/N2C(=O)C(CC(=O)Nc3ccc(F)cc3F)SC2=NC)cc1OC (stereo not drawn)	2.3	-2.3	-22.5	-6.1	-0.4	0.3	-1.2	7.1
Cc1ccccc1C(=O)N1CCC(C(=O)Nc2ccc(S(=O)(=O)N3CCCC3)cc2)CC1	4.5	2.1	17.2	-4.9	6.6	-18.4	-2.9	-5.3
CC(C)CCNC(=O)c1ccccc1SCC(=O)NC1CCCCCCC1	11.9	0.0	5.3	9.5	16.5	11.8	0.7	12.7
Cc1ccc(Nc2ccc(C(=O)N3CCCC3)cn2)c(C)c1	2.0	-2.7	-4.6	-9.5	17.8	-4.7	6.6	-2.2
COc1ccc(/C=N/Nc2ncc(Br)cn2)c(OC)c1	-8.7	-12.0	-4.9	-102.9	-92.7	-117.9	-6.4	17.3
O=C(O)c1c2c(nc3ccccc13)/C(=C/c1ccc(O)cc1)CC2	0.1	75.5*	-2.0	3.2	-24.7	35.3	1.9	1.8
C=CCc1ccc(OC(=O)c2ccccc2)c(OC)c1	-2.3	-15.9	3.0	1.0	17.3	-7.1	8.6	4.8
Nc1c(C(=O)Nc2ccc(S(=O)(=O)N3CCCC3)cc2)sc2nc3ccc(OC(F)(F)F)cc3cc12	-17.4	-11.0	6.3	-1.5	-16.0	7.8	-36.6	3.8
CCN1CCN(C(=O)c2c(-c3c(F)cccc3Cl)noc2C)CC1	-19.5	-3.8	11.6	-2.6	-8.3	21.5	6.3	-0.7
O=C(CN(c1ccccc1)S(=O)(=O)c1ccc(F)cc1)NC1CCCCCC1	0.7	8.5	4.8	8.4	-3.7	6.7	-4.5	-9.0
Cc1cc(S(=O)(=O)n2ccnc2)c(Cl)cc1Cl	-5.3	5.4	0.0	0.3	8.6	4.2	2.2	0.6
C[C@H]1NC(=O)[C@@]2(C)[C@@H](c3ccccc3)[C@H]3COc4ccccc4[C@@H]3N2C1=O	-3.9	4.8	-3.8	2.7	8.6	2.6	4.9	-2.8
Cc1ccc(C(=O)COC(=O)c2cccs2)cc1	0.2	86.5*	14.1	-104.6	-50.3	-34.9	-8.8	6.4
COc1ccccc1CNc1ncnc2c1cnn2-c1ccccc1	19.4	-16.0	15.1	-6.9	-19.1	38.0	3.1	-2.8
COc1cc2c(C#CCCCO)c(-c3ccsc3)oc(=O)c2cc1OC	25.3	-12.8	19.2	10.8	-6.1	3.9	17.3	9.6
COc1ccc(S(=O)(=O)N2CCN(C(c3ccccc3)c3ccccc3)CC2)cc1NC(C)=O	-10.2	-7.7	10.7	-8.7	-2.3	-11.3	-4.0	0.3
O=[N+]([O-])c1cc(S(=O)(=O)C(F)(F)F)ccc1Sc1nc2ccccc2s1	-42.3	-11.7	7.9	-2.4	-6.6	2.8	-9.8	1.8
Cc1cccc(C)c1N1CCN(c2n[nH]c(N)n2)CC1	-5.7	3.1	-59.7	0.2	16.6	5.5	4.7	-2.1
CC1CCCCC1NC(=O)COc1ccc(-n2cnnn2)cc1 (stereo not drawn)	1.6	0.8	3.5	1.3	-15.5	-0.6	-12.0	-6.0
O=S(=O)(NCCc1csc(-c2cccnc2)n1)c1ccc2c(c1)OCCO2	-8.2	-3.9	-9.7	1.9	15.7	-4.9	-6.1	-7.1
O=C(NCCc1ccccc1)C(=Cc1ccc(C(=O)O)cc1)C(=O)NCCc1ccccc1	4.2	-2.0	-0.9	-44.7	7.4	6.3	-8.6	2.1
CC(=O)Nc1ccc(NC(=O)COc2ccc([N+](=O)[O-])cc2)cc1	-4.2	1.7	-12.8	7.1	12.5	-2.1	0.5	7.0
COc1ccc(C(=O)NC(=S)Nc2nnn(C)n2)cc1	-0.6	-3.2	8.7	6.8	-8.6	-2.2	0.8	40.7
Cc1nc(NC(=O)C2CCCC2)sc1Cc1ccc2c(c1)OCO2	26.7	-1.6	13.1	-22.2	-69.1	10.7	-5.2	9.2
Cc1ccc(S(=O)(=O)Nc2ccc3nc(C)sc3c2)cc1	-3.0	0.5	-3.6	2.5	-22.5	-4.4	4.0	14.4

# Ordered by value in 697 NFkB inh (descending): some entries from above
Structure	EBI2 antag	Jurkat NFkB inh	697 NFkB inh	UBC13 polyUb	CCR6 antag
C=CCc1ccc(OC(=O)c2ccccc2)c(OC)c1	-2.3	1.0	17.3	8.6	4.8
Cc1cccc(C)c1N1CCN(c2n[nH]c(N)n2)CC1	-5.7	0.2	16.6	4.7	-2.1
O=C(NCCc1ccccc1)C(=Cc1ccc(C(=O)O)cc1)C(=O)NCCc1ccccc1	4.2	-44.7	7.4	-8.6	2.1
Cc1ccc(C(=O)COC(=O)c2cccs2)cc1	0.2	-104.6	-50.3	-8.8	6.4

# (cont.)
SMILES	EBI2 antag	SENP8 block	Apaf1 inhib	Jurkat NFkB inh	697 NFkB inh	Gli-Sufu antag	UBC13 polyUb	CCR6 antag
COC(=O)N/N=C(C)\C=C\c1ccco1	-10.2	-2.6	-2.1	17.1	-5.9	4.1	-20.1	4.1
O=C(NC(Cc1c[nH]c2ccccc12)C(=O)O)c1ccc(F)cc1 (stereo not drawn)	5.4	-1.1	-4.6	-10.7	3.9	4.0	-2.4	8.1
Cc1ccc(CCNC(=O)CS(=O)Cc2nc(-c3ccccc3Cl)oc2C)cc1 (stereo not drawn)	14.4	-7.9	17.3	4.4	-5.7	-4.8	5.2	14.4
CC1CC(C)CN(C(=O)C(C)N2CCN(S(=O)(=O)c3ccc(Br)s3)CC2)C1 (stereo not drawn)	-3.3	-1.8	8.8	2.6	3.2	10.7	12.7	8.1
O=C(NCc1cccs1)C(=O)c1cn(CC(=O)N2CCCC2)c2ccccc12	-0.3	-2.2	-3.2	7.7	11.0	-4.3	8.5	-4.9
CN(C)NC1CC(=O)N(c2ccccc2)C1=O (stereo not drawn)	2.4	6.8	-7.8	11.2	11.9	-5.7	5.5	13.1
O=C(NN1C(=O)NC2(CCCCC2)C1=O)c1ccc(-c2ccccc2Cl)o1	-4.1	2.2	12.7	-15.0	1.9	-8.4	1.3	-0.8
O=C1C2CCCN2C(=O)N1CCN1CCN(CCO)CC1 (stereo not drawn)	-20.5	-10.8	-10.2	10.8	2.2	8.9	-5.6	-7.9
C/C(=N\NC(=O)CCCNc1ccc(C)cc1)c1ccccn1	0.5	4.8	-0.4	-7.3	12.2	-3.0	-18.9	12.6
N#Cc1ccc(C(c2nnnn2Cc2ccccc2)N2CCCC2)cc1 (stereo not drawn)	10.5	5.0	1.3	-5.1	-3.6	8.3	4.8	10.9
Cc1cccc(NC(=O)c2ccc(S(=O)(=O)N3CC(C)OC(C)C3)cc2)n1 (stereo not drawn)	-2.4	-8.9	4.9	5.0	-32.3	9.5	-0.1	4.8
O=C(CSc1nnc(-c2ccncc2)s1)Nc1ccc(Cl)c(C(=O)O)c1	2.4	-2.7	0.4	1.0	16.4	22.0	-1.6	12.2
COc1cccc(OCC(=O)Nc2ccccc2-c2ccccc2)c1	25.8	-5.1	12.0	12.5	5.3	-15.2	5.4	28.7
CC(c1nnc(SCC(=O)Nc2cc([N+](=O)[O-])ccc2F)n1Cc1ccccc1)N(C)C (stereo not drawn)	9.5	6.1	6.7	24.0	-5.2	6.5	5.0	4.6
COc1ccc(C(C)C)cc1S(=O)(=O)Nc1ncn[nH]1	1.7	4.8	0.0	14.1	12.5	0.3	-4.3	3.9
COc1ccc(-n2c(Cc3cc(=O)[nH]c(=O)[nH]3)nnc2SCc2ccccc2)cc1	-5.9	7.2	-7.7	8.6	11.7	-3.6	2.9	3.5
O=C(CCCOc1ccccc1)N1CCN(c2ccc(F)cc2)CC1	5.6	-5.3	7.1	-1.2	-12.3	-37.6	6.7	-3.5
O=C(CNC(=O)c1ccccc1Br)N/N=C/c1cccnc1	-4.8	-1.0	-4.6	-0.7	11.5	-7.6	-2.3	11.2
O=C(Nc1nnc(SCc2ccc(Cl)cc2Cl)s1)C1COc2ccccc2O1 (stereo not drawn)	-5.2	-7.8	13.9	6.2	1.8	20.0	-6.4	10.7
COc1cccc(N2CC(C(=O)Nc3nnc(SCC(=O)Nc4cc(C)on4)s3)CC2=O)c1 (stereo not drawn)	-9.3	-2.4	-13.5	-8.8	5.9	1.3	-6.9	0.7
CC1CC(NC(=O)N(C)C)N(C)C(=O)N1 (stereo not drawn)	-4.8	1.5	-0.2	-4.7	0.3	3.7	1.4	-0.8
CC(C)[C@H](NC(=O)c1ccco1)C(=O)OCC(=O)c1ccc(Br)s1	-2.7	8.5	1.7	5.2	13.4	2.1	-7.6	10.5
O=[N+]([O-])c1ccccc1Oc1ccc(Cl)c2cccnc12	-4.3	-4.9	-4.6	4.5	-18.6	0.7	-7.3	3.5
O=C(O)CCn1nc(-c2ccc(F)cc2)cc(Cc2ccccc2)c1=O	0.4	8.2	3.3	6.7	-0.2	1.5	-1.4	4.0
C=CCOc1cccc(C(=O)N2CCCC(CCC(=O)NCc3ccccc3F)C2)c1 (stereo not drawn)	3.9	7.2	-16.0	4.6	9.0	7.1	8.0	-1.1

# Looked up by compound from above, two records:
SMILES	EBI2 antag	SENP8 block	Apaf1 inhib	Jurkat NFkB inh	697 NFkB inh	Gli-Sufu antag	UBC13 polyUb	CCR6 antag
Cc1ccc(CCNC(=O)CS(=O)Cc2nc(-c3ccccc3Cl)oc2C)cc1 (stereo not drawn)	14.4	-7.9	17.3	4.4	-5.7	-4.8	5.2	14.4
Cc1cccc(NC(=O)c2ccc(S(=O)(=O)N3CC(C)OC(C)C3)cc2)n1 (stereo not drawn)	-2.4	-8.9	4.9	5.0	-32.3	9.5	-0.1	4.8

# The listing continues.
SMILES	EBI2 antag	SENP8 block	Apaf1 inhib	Jurkat NFkB inh	697 NFkB inh	Gli-Sufu antag	UBC13 polyUb	CCR6 antag
CN(Cc1cccnc1)C(=O)c1ccc2nc(Cc3ccccc3F)oc2c1	4.0	-1.3	-1.6	-35.5	-28.3	-20.5	2.2	6.5
O=C(CSc1nnc(-c2ccncc2)n1CC1CCCO1)Nc1ccccc1Cl (stereo not drawn)	-5.5	-8.1	8.5	2.4	-2.3	2.5	-0.7	7.1
Cc1cc(C)cc(OCC(=O)NCc2cc(C)nc3ccccc23)c1	-4.2	-5.7	6.0	11.6	-4.7	9.2	7.7	8.0
COc1ccc(CNC(=O)C2(c3ccc(Cl)cc3)CC2)cc1	10.9	1.1	-5.1	7.0	4.2	0.2	4.6	12.8
CCCC(NC(=O)C(C)Sc1nnnn1C1CC1)c1ccccc1 (stereo not drawn)	4.4	-5.1	-0.4	-16.1	1.4	-12.0	6.5	7.8
O=[N+]([O-])c1ccc(-c2cn(-c3ccccc3F)c(=S)[nH]2)cc1	-6.0	1.0	-13.5	-80.0	-68.6	-41.5	-10.3	-7.0
O=C(NC(=S)NC(=O)c1ccccc1F)c1ccccc1F	0.3	0.2	-0.2	-12.0	7.8	4.1	7.6	16.6
CCn1c(SCc2nc3ccccc3c(=O)[nH]2)nnc1C(C)NC(=O)c1ccccc1F (stereo not drawn)	0.4	1.4	-3.3	3.6	6.3	6.1	6.4	4.4
O=C(N(c1ccccc1)c1ccccc1)N(c1ccccc1)c1ccccc1	7.4	-7.1	-9.9	18.4	18.3	-0.8	3.5	22.4
CC(=O)Nc1ccc(NC(=O)C(C)OC(=O)c2ccc3[nH]c(C)c(C)c3c2)cc1 (stereo not drawn)	-1.2	-2.1	3.8	10.6	21.9	2.8	3.6	-0.4
COc1ccccc1N1CCN(C(=O)c2cc3n(n2)C(C(F)(F)F)CC(c2ccco2)N3)CC1 (stereo not drawn)	10.1	-10.6	19.3	7.6	-24.3	-10.3	-5.6	-2.9
S=C(NCCc1cccc(Cl)c1)NCc1ccccc1	14.0	5.3	1.7	21.5	-6.4	.	2.6	.

# The list is partial; the hit share may differ from the screen's.
